SRC3 TRFRET art – TR-FRET detection interference compounds, artefact control for PPARgamma SRC-3 recruitment agonists, biochemical, TR-FRET ratio; AID 1048, 2008; TR-FRET artefact counter-screen, PPARgamma/SRC-3 format; hits give high values; TR-FRET ratio at 8 µM; 99,000 compounds, 0.39% hits; in the data active means TR-FRET ratio above about 2000; further: inactives centre near 1600
SRC1 TRFRET art – TR-FRET detection interference compounds, primary screen, artefact control for PPARgamma SRC-1 recruitment agonists, biochemical, TR-FRET emission ratio; TR-FRET detection artefact counter-screen; hits give high values; AID 1051, 2008; TR-FRET ratio at 8 µM; 99,000 compounds, 0.34% hits; in the data active means TR-FRET ratio above about 2300; further: inactives centre near 1800
Active calls of the source: *. Not all compounds are listed (hit frequency here may not be typical).

Results follow in this order: SRC3 TRFRET art, SRC1 TRFRET art
COC(=O)C1=C(N)OC2=C(C(=O)CC(C)(C)C2)C1c1cccnc1 (stereo unspecified)
    1535, 1862
Cc1ccc(NC(=O)c2c(NC(=O)CCC(=O)O)sc3c2CCCCC3)cc1
    1678, 1788
COc1ccc(C2CC(c3ccccc3)=NN2C(=O)COC(=O)c2cnc(Cl)c(Cl)c2)cc1 (stereo unspecified)
    1351, 1574
O=C(CCCCCNC(=O)c1ccccc1)N/N=C/c1ccccc1
    1673, 1631
Cc1ccc(-n2ncc3c(SCC(=O)Nc4cc(C)on4)ncnc32)c(C)c1
    1576, 1763
Cc1ccc(NS(=O)(=O)c2cccc(C(=O)n3ncc(C#N)c3N)c2)c(C)c1
    1394, 1630
Cc1c(C(=O)c2ccc([N+](=O)[O-])cc2)c(=O)n(C)c(=O)n1C
    1402, 1745
Clc1ccc(-n2nnnc2-c2ccccc2)cc1Cl
    1626, 2044
Cn1cnnc1SCC(=O)Nc1ccc(N2CCOCC2)cc1
    1415, 1559
Cc1nc2ccccn2c1C(=O)Nc1ccc(Cl)cc1
    1542, 2072
Cc1cccc(C(=O)NC(C(=O)Nc2ccccc2N2CCOCC2)C(C)C)c1 (stereo unspecified)
    1653, 2021
CC(C)C(=O)NNC(=O)c1ccccn1
    1717, 1653
COc1cnc(SC(C)C)[nH]c1=O
    1531, 1655
CCOC(=O)c1c(C)[nH]c(C(=O)CSc2nnnn2-c2ccccc2)c1C
    1690, 2103
CCN(CC)c1ccc2c(O)cc(=O)oc2c1
    1562, 1907
COc1ccc(OCC(=O)Nc2ccc(N3CCN(C(=O)c4ccco4)CC3)cc2)cc1
    1543, 1693
CCC(c1ccccc1)c1nc(-c2cccnc2)no1 (stereo unspecified)
    1501, 1569
O=C(CCS(=O)(=O)c1ccc(Br)cc1)Nc1ccc(Br)cc1F
    1710, 1845
N#C/C(=C\C=C\c1ccccc1[N+](=O)[O-])C(=O)NC1CCCCC1
    1584, 1472
CCN1CCCC1CNC(=O)C(=O)NCCc1ccc(OC)c(OC)c1 (stereo unspecified)
    1332, 1458
Nc1nc2nc(-c3cccs3)cc(C(F)(F)F)n2n1
    1599, 1774
CCOc1ncccc1C(=O)OCC(=O)N1CCN(S(=O)(=O)c2ccc(Cl)cc2)CC1
    1409, 1689
Cc1ccc(N(C(=O)CCl)C(C(=O)NC2CCCCC2)c2cccnc2)cc1C (stereo unspecified)
    1619, 1915
CCN(CC)c1ccc(C(=O)N/N=C(\C)c2cccc(OC)c2)cc1
    1498, 1796
N#Cc1cncc(-c2ccc3c(c2)OCCOCCOCCOCCOCCO3)n1
    1565, 1955
CCN(CC)c1ccc(/C=N/NC(=O)Cc2cccs2)cc1
    1668, 1738
Cc1ccc(N(Cc2cc3cc(C)ccc3[nH]c2=O)S(=O)(=O)c2ccccc2)cc1
    1630, 1797
Cc1ccc(-c2nnc(SCC(=O)N/N=C/c3ccccc3C(=O)O)n2-c2ccccc2)cc1
    1619, 1923
COCC(C)NC(C(=O)Nc1ccc(Cl)c([N+](=O)[O-])c1)c1ccccc1 (stereo unspecified)
    1624, 1915
CCc1ccc(C(=O)/C=C/Nc2ccc(S(=O)(=O)Nc3onc(C)c3C)cc2)cc1
    1671, 1824
CCOc1cc(/C=C(\C#N)C(=O)NCc2cccnc2)ccc1O
    1657, 1699
CCn1nnnc1NC(=O)c1ccc2ccccc2c1
    1690, 1885
COc1cccc(C2(c3cccc(OC)c3)CC2C(=O)Nc2cccc3ccccc23)c1 (stereo unspecified)
    1405, 1815
Cc1ccc(CN2CCC(c3cc(-c4cccs4)n[nH]3)CC2)cc1
    1539, 1800
Cn1ncc(Cl)c1C(=O)N/N=C/c1ccccn1
    1757, 1888
Cc1scc(C(=O)N/N=C/c2ccc(Cl)s2)c1C
    1583, 1702
O=C(c1ccc(COc2ccccc2Br)cc1)N1CCCCCC1
    1779, 1483
O=S(=O)(Cc1cc(-c2ccccc2Cl)no1)c1ccccc1
    1767, 1789
Cc1ccccc1NC1=C(Cl)C(=O)OC1OC(=O)c1ccccc1C (stereo unspecified)
    1399, 1722
COc1ccc(N(CC(=O)NCCSCc2ccco2)S(=O)(=O)c2ccccc2)cc1
    1765, 1935
c1ccc2c(c1)CSc1sccc1C2=C1CCNCC1
    1719, 1537
Cc1occc1C(=O)N1CCN(C(=O)C2CCCO2)CC1 (stereo unspecified)
    1637, 1931
Cc1cccc(NC(=S)Nc2ccccn2)c1C
    1481, 1691
CN(C)CCCN1C(=O)c2oc3ccc(F)cc3c(=O)c2C1c1cccnc1 (stereo unspecified)
    1592, 1819
CC(C)NC(=O)CSc1nncn1-c1ccccc1
    1423, 1716
COc1ccc(C(=O)NC(=S)NNC(=O)COc2ccccc2)cc1
    1462, 1614
CCOC(=O)c1cc2c(=O)n3ccccc3nc2n(C(C)C)c1=NC(=O)c1c(-c2c(F)cccc2Cl)noc1C
    1867, 1888
CCC(C)[C@@H](C(=O)N1CCNCC1)n1cc(CCCN=C(N)N)nn1 (stereo partly specified)
    1461, 1722
Cc1ccc(N/N=C/c2ccc3c(c2)OCCO3)cc1Cl
    1268, 1483
O=C(COC(=O)c1ncc(Cl)c(Cl)c1Cl)NC(=O)NCc1ccccc1
    1467, 1712
CN(C)c1ccc(C(CNS(=O)(=O)c2ccc(F)c(F)c2)c2c[nH]c3ccccc23)cc1 (stereo unspecified)
    1538, 1917
O=C(/C=C/c1cccc([N+](=O)[O-])c1)NCCSCc1ccc(Cl)cc1Cl
    1535, 1927
OCCN1CCN(c2ncnc3sc(-c4ccccc4)cc23)CC1
    1685, 2200
CC(C)Oc1cccc(C(=O)C2CCCN(S(C)(=O)=O)C2)c1 (stereo unspecified)
    1223, 1883
c1ccc(Nc2nc(CSc3ncn[nH]3)cs2)cc1
    1577, 1750
COC(=O)c1cc(Cl)cc(Cl)c1OS(=O)(=O)N(C)C
    1484, 1900
O=C(Nc1ccc2nc(-c3ccco3)c(-c3ccco3)nc2c1)N1CCCCCC1
    1755, 1633
c1ccc2[nH]c(C3CC3)nc2c1
    1432, 1675
O=c1[nH]c2ccc(Cl)cc2c(-c2ccccc2)c1N1CCN(c2ccccn2)CC1
    1323, 1819
COc1ccc(NC(=O)c2cccc(OS(=O)(=O)N(C)C)c2)cc1
    1679, 1775

(listing goes on)
molecule	SRC3 TRFRET art	SRC1 TRFRET art
CCOC(=O)c1ccc(NC(=O)Cc2coc3cc4c(cc23)CCC4)cc1	1559	1778
O=C1C=C(NCCc2ccccc2)C2(CCCCC2)O1	1516	1772
Cc1ccc(/C=C2\SC(N3CCCC3)=NC2=O)cc1	1765	1954
COc1ccc(C)cc1NC(=O)C1CCN(C(=O)Cc2ccccc2)CC1	1795	1795
COC(=O)[C@H]1C[C@@H]1[C@H](NC(=O)c1cc(C)on1)c1ccccc1	1480	1730
CC(=O)NC1C(=O)N=C(SCC(=O)Nc2sc3c(c2C#N)CCCCCC3)NC1=O (stereo unspecified)	1648	1704
CC(C)CN(C(=O)CSc1nnnn1-c1ccccc1)c1c(N)n(CC(C)C)c(=O)[nH]c1=O	1792	1496
O=C(Nc1ccccc1)c1ccc[n+](Cc2ccc([N+](=O)[O-])cc2)c1	1600	1652
CSc1ncccc1C(=O)OCC(=O)N(C)C	1443	1989
Cc1occc1-c1nnc(SCC(N)=O)o1	1453	1771
CN(CCc1cn[nH]c1)Cc1nc(Cc2ccccc2)no1	1414	1577
O=C(CN1C(=O)/C(=C/c2cccc(Br)c2)SC1=S)N1CCCC1	1735	2166
COc1ccc(S(=O)(=O)N2CCCN(S(=O)(=O)c3ccc(OC)cc3C)CC2)c(C)c1	1533	1571
CC(C)=C(NC(=O)c1ccccc1)C(=O)N/N=C(\C)c1ccccc1O	1685	2044
CCCCNC(=O)N1c2ccccc2CC1C (stereo unspecified)	1683	1824
CCOC(=O)Cn1c(=NC(=O)C2COc3ccccc3O2)sc2cc(S(N)(=O)=O)ccc21 (stereo unspecified)	1722	1933
CS(=O)(=O)c1ccc(C(=O)Nc2ccc(N3CCCC3)cc2)c(Cl)c1	1635	1834
O=c1cc(CN2CCN(S(=O)(=O)c3ccc4ccccc4c3)CC2)nc2sccn12	1470	1577
O=C(CSc1nnc(C2COc3ccccc3O2)o1)N1CCCC1 (stereo unspecified)	1577	1990
CC1=NN(C(=O)COc2ccc(C)c(C)c2)C(O)(c2ccc(Cl)cc2)C1 (stereo unspecified)	1733	1559
O=c1c2c3c(sc2ncn1/N=C/c1cccnc1)CCCC3	1442	1922
O=C(NNC(=O)c1ccccc1C(=O)O)c1ccc(O)cc1	1662	1787
Cc1ccsc1/C=N/NC(=O)C(N)=O	1753	1822
COc1cccc(C(=O)N[C@@H](CCSC)c2nc3ccccc3[nH]2)c1	1611	2298
CCN(CC)CC(O)c1cccn1-c1ccc(CNC(=O)NC(C)C)cc1 (stereo unspecified)	1630	1658

Sorted by length of the SMILES (ascending): 3 of the compounds above.
molecule	SRC3 TRFRET art	SRC1 TRFRET art
CCN(CC)CC(O)c1cccn1-c1ccc(CNC(=O)NC(C)C)cc1 (stereo unspecified)	1630	1658
CCOC(=O)c1ccc(NC(=O)Cc2coc3cc4c(cc23)CCC4)cc1	1559	1778
CC(=O)NC1C(=O)N=C(SCC(=O)Nc2sc3c(c2C#N)CCCCCC3)NC1=O (stereo unspecified)	1648	1704

Next part
molecule	SRC3 TRFRET art	SRC1 TRFRET art
Cc1ccccc1OCC(O)CN1CCCCC1 (stereo unspecified)	1390	1707
Cc1cc(C)cc(NC(=S)N(Cc2ccc(Br)cc2)Cc2ccc(C(=O)O)cc2)c1	1616	1644
CCCN1CCN(CCCNC(=S)Nc2ccc(F)cc2)CC1	1451	1864
Cc1ccccc1OCC(=O)Nc1ccc(Cc2ccncc2)cc1	1463	1750
COc1ccc(NC(=O)CCCSc2ccccc2)cc1	1643	1925
COc1ccc(CCNC(=O)COc2ncnc3cc([N+](=O)[O-])ccc23)cc1	1466	1545
CC1=NOC(=O)/C1=C/c1ccc2c(c1)OCO2	1586	1865
CC1(C)Cc2c(sc3nc(SCC(=O)O)[nH]c(=O)c23)CO1	1705	1712
Cc1ccc(Nc2c(-c3ccccc3)nc3cnccn23)cc1	1364	1632
Cc1cccc(-c2cnn(-c3cccc([N+](=O)[O-])c3)c2N)c1	1744	1805
COc1ccc2nc(NC(=O)/C=C/c3ccc4c(c3)OCO4)sc2c1	1653	1892
Nc1nonc1C(=O)N/N=C/c1ccc(-c2cccc(C(=O)O)c2)o1	1550	1760
Cc1cc2c(cc1C)C(c1cccc([N+](=O)[O-])c1)CC(=O)N2 (stereo unspecified)	1734	1947
O=C(CCOc1ccccc1F)N1CCN(c2ccccc2O)CC1	1463	1870
CC(C)(C)c1csc(NC(=O)c2ccncc2)n1	1408	1684
C/C(=N\OC(=O)C1CC1)C1CC1c1ccc(F)cc1 (stereo unspecified)	1569	2048
Brc1ccc(COn2ccnc2)cc1	1911	1837
CC1(C)Cc2c(c(N3CCOCC3)nc3snc(N)c23)CO1	1479	1752
CC(C)OC(=O)CSc1nnc(CNc2ccc(Cl)cc2)n1C	1534	2023
CN(CC(=O)Nc1ccc(F)cc1)C(=O)COc1ccc(C(=O)c2ccccc2)cc1	1780	2048
COc1ccc(C(=O)Oc2cc3c4c(c2)C(C)=CC(C)(C)N4C(=O)C3=O)cc1OC	1522	1930
O=C(NCC1CCCN(C(=O)NCc2ccccc2)C1)c1ccc2c(c1)OCO2 (stereo unspecified)	1657	1806
O=c1[nH]c(NCCCO)nc2c1C1(CCCC1)Cc1ccccc1-2	1400	1880
Fc1ccc(NC(=S)NCCc2ccccn2)cc1	1485	1574
CCCCC(CC(O)COCC(C)C)C(=O)NNC(=S)Nc1ccccc1 (stereo unspecified)	1812	1869

Entries of single compounds as entered above. Values in the order: SRC3 TRFRET art | SRC1 TRFRET art
Shown for `CCOc1cc(/C=C(\C#N)C(=O)NCc2cccnc2)ccc1O` = 1657 | 1699
Shown for `CCOC(=O)c1ccc(NC(=O)Cc2coc3cc4c(cc23)CCC4)cc1` = 1559 | 1778
Shown for `Nc1nonc1C(=O)N/N=C/c1ccc(-c2cccc(C(=O)O)c2)o1` = 1550 | 1760
Shown for `Cc1cc(C)cc(NC(=S)N(Cc2ccc(Br)cc2)Cc2ccc(C(=O)O)cc2)c1` = 1616 | 1644

More structures
molecule	SRC3 TRFRET art	SRC1 TRFRET art
O=C(Cc1ccc(F)cc1)N/N=C/c1ccncc1	1669	2040
CC(C)[C@H](NC(=O)c1ccc(F)cc1)C(=O)NC1=NCCS1	1709	1816
COc1ccccc1NC(=O)NCCN1CCN(C(=O)Nc2ccccc2OC)CC1	1649	1695
COC(=O)C(C)(C)ONC(=O)Nc1ccc(Br)cc1	1696	2033
CS(=O)(=O)N1CCN(C(=O)COc2ccccc2)CC1	1454	1588
CCc1ccc2[nH]c(=O)c(C(c3nnnn3CC3CCCO3)N3CCCc4ccccc43)cc2c1 (stereo unspecified)	1610	1648
CCCCn1nc(C(=O)Nc2nc3c(s2)CCCC3)c2ccccc2c1=O	1349	1394

Screening data (PubChem BioAssay)
